NR1D1 modulator – modulators of Rev-erb alpha DNA binding, primary screen, biochemical, FITC-DNA, fluorescence polarization, uHTS; activity, % at 10 µM; actives 0.79% (n = 370,000); Rev-erbα–FITC-DNA binding, 90 min; Nuclear receptor subfamily 1 group D member 1 (Homo sapiens), P20393; AID 1259318, 2017;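 active = activity above about 14%, limit read from the data; passing the limit was not always enough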;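 note: 0% = DMSO wells with 35 nM protein and 100% = DMSO wells with 750 nM protein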
MBD2 DNA inh – inhibitors of MBD2 binding to methylated DNA, primary screen, biochemical, TR-FRET, DNA-binding domain, human; inhibition, % at 4.4 µM; actives 0.31% (n = 370,000); Methyl-CpG-binding domain protein 2 (Homo sapiens), Q9UBB5; MBD2 binding to methylated oligonucleotide; in the data active = inhibition above about 13%
PLC-gamma1 inh – PLC-gamma1 enzyme inhibitors, primary screen, biochemical, fluorescence, purified enzyme; 1-phosphatidylinositol 4,5-bisphosphate phosphodiesterase gamma-1 (Homo sapiens), P19174; fluorogenic substrate; inhibition, % at 12.2 µM; actives 0.84% (n = 370,000); in the data active = inhibition above about 9.5%
Target sequence (P19174 whole entry, looked up): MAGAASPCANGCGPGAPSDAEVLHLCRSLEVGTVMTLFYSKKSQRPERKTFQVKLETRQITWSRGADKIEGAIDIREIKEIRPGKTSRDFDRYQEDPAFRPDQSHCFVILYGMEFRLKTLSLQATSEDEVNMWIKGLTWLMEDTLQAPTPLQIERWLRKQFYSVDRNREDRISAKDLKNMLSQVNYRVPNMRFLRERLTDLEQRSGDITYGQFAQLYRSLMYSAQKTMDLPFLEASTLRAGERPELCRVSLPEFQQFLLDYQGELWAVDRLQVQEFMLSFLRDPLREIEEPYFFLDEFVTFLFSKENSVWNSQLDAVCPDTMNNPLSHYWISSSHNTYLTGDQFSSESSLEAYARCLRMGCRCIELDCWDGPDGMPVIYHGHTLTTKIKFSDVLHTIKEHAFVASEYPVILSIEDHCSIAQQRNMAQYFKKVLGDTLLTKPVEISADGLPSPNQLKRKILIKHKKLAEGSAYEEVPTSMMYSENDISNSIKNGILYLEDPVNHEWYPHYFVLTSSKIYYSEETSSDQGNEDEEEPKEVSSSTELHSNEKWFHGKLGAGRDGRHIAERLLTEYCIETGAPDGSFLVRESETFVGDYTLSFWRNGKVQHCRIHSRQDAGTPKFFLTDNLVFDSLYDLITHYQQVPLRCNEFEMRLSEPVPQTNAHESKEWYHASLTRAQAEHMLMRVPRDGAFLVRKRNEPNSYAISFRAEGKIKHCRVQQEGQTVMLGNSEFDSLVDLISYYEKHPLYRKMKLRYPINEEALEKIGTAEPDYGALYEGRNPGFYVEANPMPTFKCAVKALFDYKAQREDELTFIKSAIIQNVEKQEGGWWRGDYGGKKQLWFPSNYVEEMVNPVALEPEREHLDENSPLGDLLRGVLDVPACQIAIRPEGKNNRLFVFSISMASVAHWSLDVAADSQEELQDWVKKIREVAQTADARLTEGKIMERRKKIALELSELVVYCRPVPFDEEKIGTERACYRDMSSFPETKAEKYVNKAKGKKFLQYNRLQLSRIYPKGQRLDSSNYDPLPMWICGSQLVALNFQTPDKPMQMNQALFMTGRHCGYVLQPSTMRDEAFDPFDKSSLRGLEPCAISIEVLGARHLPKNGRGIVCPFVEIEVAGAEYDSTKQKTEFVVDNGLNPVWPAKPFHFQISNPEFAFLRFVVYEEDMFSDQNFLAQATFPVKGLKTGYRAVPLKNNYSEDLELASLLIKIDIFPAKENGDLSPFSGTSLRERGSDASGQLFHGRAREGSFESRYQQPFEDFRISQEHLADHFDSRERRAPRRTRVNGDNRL
DAX1 inh-1 – DAX1 (NR0B1) inhibitors on StAR promoter, primary screen, cell-based, luminescence, SF-1 (NR5A1), full-length DAX-1; HEK293T StAR-luciferase reporter, SF-1/DAX-1 repression relief; inhibition, % at 6.8 µM; actives 1.1% (n = 370,000); AID 652010, 2013;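 active = inhibition above the mean over all tested compounds plus 3 SD, cut at about 3.6% in these data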;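 note: 0% = DAX-1 cells with DMSO and 100% = cells lacking DAX-1 with DMSO; higher inhibition means more luminescence from relief of DAX-1 repression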
hgDAF12 agonist – H. glycines DAF-12 receptor agonists, primary screen, cell-based, luminescence, HEK293, GAL4 fusion, UAS-luciferase | HEK293 GAL4-hgDAF12 UAS-luciferase reporter, agonist luminescence; normalized to butyrate control | activation, % at 6.8 µM | actives 1.8% (n = 370,000) | AID 687014, 2013;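 active = activation above a cutoff set at the mean of all screened compounds plus 3 SD, cut at about 10% in these data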;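 note: 0% = DMSO wells and 100% = sodium butyrate wells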
hcDAF-12 act – H. contortus DAF-12 nuclear receptor activators, primary screen, cell-based, luminescence, HEK293, lit1-tk-luc reporter. actives 1.4% (n = 370,000). HEK293 hcDAF-12 lit1-tk-luc reporter; 0% DMSO, 100% Δ7-dafachronic acid. activation, % at 6.8 µM;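 active = activation above the mean of all tested compounds plus 3 SD, cut at about 5.5% in these data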;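 note: 100% = response to 3 µM Δ7-dafachronic acid high control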
ADAM17 inh – ADAM17 inhibitors, primary screen, biochemical, QFRET; Disintegrin and metalloproteinase domain-containing protein 17 (Homo sapiens), P78536; recombinant ADAM17, EDANS/DABCYL FRET peptide cleavage; inhibition, % at 6.95 µM; actives 0.83% (n = 370,000); AID 720648, 2013;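 active = inhibition above the mean of compounds lying between control limits plus 3 SD, set per campaign, cut at about 8.5% in these data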;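 note: 0% = DMSO-only wells as the low control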
ssDAF12 agonist – S. stercoralis DAF-12 nuclear receptor activators, primary screen, cell-based, luminescence, HEK293, GRIP1 co-expression, lit1-tk-luc; Nuclear hormone receptor DAF-12 (Strongyloides stercoralis); HEK293 ssDAF-12/GRIP1 lit1-tk-luc reporter; % of 3 µM dafachronic acid response; activation, % at 6.8 µM; actives 1% (n = 370,000); AID 652126, 2013;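 active = activation above the mean over all tested compounds plus 3 SD, cut at about 0.9% in these data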;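 note: 0% = DMSO-only wells and 100% = 3 µM delta7-dafachronic acid wells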
SMARCA2 act – SMARCA2 (BRM) function activators, primary screen, cell-based, luminescence, high throughput; MG213 cells, MMTV-luciferase reporter, dexamethasone, overnight; activation, % at 9.1 µM; actives 1% (n = 370,000); in the data active = activation above about 7.8%;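 note: 0% = vehicle wells and 100% = reference activator wells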
PLC-beta3 inh – human PLC-beta3 inhibitors, primary screen, biochemical, fluorescence; inhibition, % at 12.2 µM; actives 0.18% (n = 370,000); Purified PLC-beta3, fluorogenic substrate; in the data active = inhibition above about 11%;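 note: 0% = median of compound wells on plate and 100% = full blocker control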
DAX1 inh-2 – DAX1 (NR0B1) inhibitors, primary screen, cell-based, HEK293, Gal4-DAX1, luciferase luminescence | HEK293 Gal4-DAX1 luciferase reporter | inhibition, % at 6.75 µM | actives 0.99% (n = 340,000) | AID 504766, 2011;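 active = inhibition above the mean over all tested compounds plus 3 SD, cut at about 4.2% in these data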;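 note: 0% = DAX1-transfected cells with DMSO and 100% = empty-vector control cells with DMSO; inhibition shows as a rise in luminescence from relieved DAX1 repression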
Active calls of the source: *; / = not tested or not shown.

SMILES	NR1D1 modulator	MBD2 DNA inh	PLC-gamma1 inh	DAX1 inh-1	hgDAF12 agonist	hcDAF-12 act	ADAM17 inh	ssDAF12 agonist	SMARCA2 act	PLC-beta3 inh	DAX1 inh-2
O=C(/C=C/c1ccccc1)CC(=O)c1ccccc1O	4	0	-19	4.5*	17*	5.2	-27	-0.2	6	-35	4.4*
CCOC(=O)[C@H]1[C@H]2COc3ccc(C)cc3[C@@H]2N2C(=O)CN(Cc3ccc(F)cc3)C(=O)[C@@]12C	2	3	-1	0.0	1.7	-1.6	-2	-1.2	0	-2	0.6
O=C(NNS(=O)(=O)c1ccccc1[N+](=O)[O-])c1ccncc1	-1	3	0	0.6	1.1	-0.7	-1	-0.7	2	0	1.9
Cn1c(CNC(=O)CNC(=O)c2ccccc2)cc(=O)n(C)c1=O	-1	-2	1	0.5	4.7	-0.8	-3	-1.0	-2	1	1.0
COC(=O)[C@]12CCCCC=C1N(Cc1ccc(Cl)cc1Cl)C(=O)[C@H](CC(=O)N1CCC(c3ccccc3)CC1)C2	-1	7	12*	-0.3	3.2	0.1	-1	-0.5	-2	-5	/
Cc1nnc(NC(=O)Cc2cccs2)s1	-8	2	3	-0.3	-0.1	1.3	1	-0.5	-1	0	-1.8
CN(C)S(=O)(=O)c1ccc(N/C=C(\[N+](=O)[O-])S(=O)(=O)c2ccccc2)cc1	-6	3	2	0.2	-2.3	-2.2	-2	-0.9	-1	-3	0.5
O=C(NCC1CCCO1)c1cccc2ccccc12 (stereo not given)	6	-2	3	0.2	3.0	-1.6	4	-0.3	0	-4	1.6
COc1ccc(Nc2nc(N3CCCCC3)c3ccccc3n2)cc1	6	4	-7	-2.3	-4.1	-4.0	-2	-1.4	-2	-12	-2.3
CCN1C(=O)CSC1=Nc1ccc(C(=O)O)cc1	1	8	1	0.7	-0.9	-1.0	-11	-1.2	-2	-6	-0.2
CCc1ccc2c(c1)NC(=O)C2(C)Cc1ccccc1 (stereo not given)	-1	2	-1	-0.7	-2.5	-2.2	-4	-1.0	-3	1	/
COc1cccc(CN(CC(=O)NCc2ccccc2)C(=O)c2csnn2)c1	-1	8	4	-0.5	0.1	0.8	1	-0.5	5	-3	0.5
CCc1c(C)nc(N)n2c(SCC(=O)Nc3ccccc3)nnc12	3	-1	0	-0.6	-0.6	-1.8	-9	-1.2	-5	0	-0.2
COc1cc(OC)cc(-c2c(-c3ccc(F)cc3)c3cc(Br)ccc3n2C)c1	2	-3	2	0.6	1.2	-0.5	0	-1.3	2	3	0.1
Cc1cc(C)n(-c2nc(C(F)(F)F)nc3ccccc23)n1	-3	-8	1	0.1	-0.3	3.6	-1	-1.0	2	0	1.1
Cc1cccc(OCCCC(=O)Nc2ccc(S(=O)(=O)Nc3onc(C)c3C)cc2)c1	7	0	2	0.8	-1.8	-1.6	3	-1.0	0	1	0.3
Cc1ccc(C(=O)N/C(=C\c2ccc(-c3ccc(Br)cc3)o2)C(=O)NCCCN(C)C)cc1	0	-3	-101	-0.1	-0.4	-0.3	-23	-1.1	-9	-109	-1.3
CC1=C(C(=O)OCc2ccccc2)C(c2ccccc2Cl)NC(=O)N1CCCCCC(=O)O (stereo not given)	1	3	2	0.2	-2.5	-1.0	-1	-1.5	0	-3	0.0
CC(C)(C)OC(=O)N1CCC[C@@H]1C(=O)NCc1ccccc1Cl	0	3	3	1.2	0.7	-0.9	-2	-0.9	-5	4	/
N#Cc1ccc(NC(=O)Cn2cnc([N+](=O)[O-])c2)cc1	-4	4	-3	-0.6	0.7	-1.4	0	-1.8	-2	-3	-1.1
Cc1ccc(/C=C/C(=O)OCC(=O)N(CC(C)C)c2c(N)n(Cc3ccccc3)c(=O)[nH]c2=O)o1	-2	-1	0	-0.5	0.7	-0.8	-7	0.7	-2	-141	-0.3
Cc1nc(CN2CCCC2=NC#N)n(-c2ccccc2)n1	-2	-2	1	-0.5	3.7	1.0	3	-1.4	-5	-1	1.1
O=C(CC(NC(=O)c1ccccc1)c1ccccc1)Nc1ccc(F)c(F)c1 (stereo not given)	-3	-1	0	0.2	2.0	2.5	2	-1.1	2	6	0.2
CC(C)COc1ccc(S(=O)(=O)NNC(=O)c2cc3ccccc3o2)cc1	0	-9	6	0.6	2.2	1.7	8	-1.1	-4	-2	3.0
O=C(CSc1nc2[nH]ncc2c(=O)[nH]1)Nc1ccc(F)cc1	-4	2	-1	0.4	1.0	-0.6	0	-1.3	-3	-4	0.0
Following part
SMILES	NR1D1 modulator	MBD2 DNA inh	PLC-gamma1 inh	DAX1 inh-1	hgDAF12 agonist	hcDAF-12 act	ADAM17 inh	ssDAF12 agonist	SMARCA2 act	PLC-beta3 inh	DAX1 inh-2
S=C(Nc1ccccc1Br)OCCN1CCCC12CCC(c1ccccc1)CC2 (stereo not given)	1	1	-2	/	-0.8	0.8	-3	-2.0	/	-3	/
COc1ccccc1CNS(=O)(=O)CCNCc1ccco1	-1	0	2	-0.4	0.9	-0.2	-6	-0.7	-4	-2	-0.7
Cc1cc(C)nc(NC(=O)CSc2nccc(C)n2)n1	2	2	3	-0.1	-1.8	-0.6	-1	-1.0	2	-4	-0.2
CCOc1ccc(S(=O)(=O)NCc2ccccc2OC)cc1	0	-3	3	-1.0	4.9	-0.9	-1	-1.3	1	-4	-0.7
COc1ccc(COC(=O)N/N=C/c2cccs2)cc1	2	2	4	0.8	4.0	4.3	-1	0.0	9.3*	-3	0.7
Cc1ccc(S(=O)(=O)N2CCOCC2)cc1NC(=O)CSCc1c(C)noc1C	2	-2	6	3.6*	0.1	-1.3	1	-1.3	0	-1	0.8
O=S1(=O)N[C@H](Cc2ccccc2)COc2cc(N3CCC[C@H]3CO)ccc21	7	-2	0	0.5	0.8	0.1	-6	-0.6	-4	-1	/
Cc1cccc(NC(=O)c2nc[nH]c2C(=O)N[C@@H](CC(C)C)C(=O)OCc2ccccc2)c1	6	1	1	-0.8	-0.8	-1.6	8	-1.2	-1	6	0.7
CCCCn1nnnc1C(c1cc2ccccc2o1)N1CCN(c2cc(C)nc3ccccc23)CC1 (stereo not given)	11	-3	0	-0.6	-0.9	3.8	8.8*	-0.1	-3	-5	/
COc1cccc(C(=O)CSc2nnc(-c3cc(OC)cc(OC)c3)o2)c1	27*	0	0	0.3	1.8	-1.5	-2	-1.6	3	3	2.4
Cc1cc(C)n(C(=O)CSc2nnc(SCC(=O)n3nc(C)cc3C)s2)n1	-2	-1	5	0.0	2.0	-2.2	-1	-1.2	1	5	-0.7
CC(c1ccccc1)C1CC(=O)N(c2ccc(C(=O)O)cc2)C1=O (stereo not given)	-2	1	2	0.8	-1.4	-0.2	-4	-1.0	-2	1	0.6
COc1ccc(Cl)cc1NC(=O)CSc1nnc(C2CC2)n1C	-3	-3	-2	-0.1	0.0	0.3	-2	-1.2	-1	-4	0.2
Cc1ccc(-n2c(CCc3ccccc3)n[nH]c2=S)cc1C	-4	3	-4	-0.2	1.5	-1.9	3	-1.5	-2	-8	-0.1
Cc1ccc(-c2nc3cnccn3c2Nc2ccccc2)o1	-4	-2	-379	3.0	6.8	-0.7	-35	-0.8	8	-478	0.8
Cc1ccc(C(O)c2ncc(-c3ccccc3F)[nH]2)c(C)c1 (stereo not given)	-5	0	0	0.9	4.1	-0.5	-4	-1.0	-3	1	/
O=C1NC(c2ccc(Br)cc2)Nc2sc3c(c21)CCC3 (stereo not given)	-1	9	-39	-0.1	2.2	1.3	-14	-0.8	2	-53	1.5
Fc1ccc(CNCc2ccccc2Cl)cc1	-3	0	-1	-0.8	-1.4	-1.1	-3	-1.7	-2	4	-0.5
COC(=O)c1cccc(NS(=O)(=O)c2ccc(OC)c(OC)c2)c1C	-8	-4	-1	-0.6	-2.0	-2.0	-4	-1.3	-6	0	-1.8
O=C(CSc1nc2c(c(=O)n1-c1ccc(Cl)cc1)SCC2)NCC1CCCO1 (stereo not given)	0	4	4	0.1	-1.2	-1.5	1	-1.2	-1	2	0.0
COc1ccccc1OCc1ccc(C(=O)Nc2ccc(Cl)cn2)o1	2	-1	0	0.0	0.2	-2.8	-2	-1.0	-2	0	0.7
C#CCOCCOCCOCCNc1nc(N2CCN(C(=O)CCCCCCCCCCNC(=O)[C@H](CO)n3cc(CCCSC)nn3)CC2)nc(N2CCN(C(=O)CCCCCCCCCCNC(=O)[C@H](CCCCN)n3cc(CCO)nn3)CC2)n1	-1	-6	0	-0.1	-0.9	-2.4	2	-1.2	3	2	-0.2
COC(=O)c1ccc(/C=N/Nc2nc(N3CCCCC3)nc(N3CCCCC3)n2)cc1	-2	4	3	-0.4	-0.2	-1.4	1	-1.5	2	3	-1.3
O=C(/C=C/c1cccs1)N1CCC2(CC1)Oc1ccc(Cl)cc1C(=O)C21CC(c2cccnc2)=NO1 (stereo not given)	-2	16*	2	-0.9	-2.6	-1.9	4	-2.1	0	3	-1.0
COc1ccc(S(=O)(=O)Nc2cccc3c2O[C@H](CN(C)CC2CCCCC2)[C@@H](C)CN([C@H](C)CO)C3=O)cc1	2	1	-1	0.2	1.3	-1.5	-3	-1.5	-1	0	0.8
CCOc1cccc(C(=O)N2CCCCC2c2cccnc2)c1 (stereo not given)	-4	-6	4	-0.8	-1.2	-1.6	2	-1.4	6	3	0.1
COc1ccc(NC(=O)CSc2nc(N)c3cc4c(nc3n2)CC(C)(C)OC4)cc1	-6	0	1	1.3	-1.0	-1.4	2	-1.2	-3	-6	1.0
CCOC(OCC)c1cn(Cc2ccc3c(c2)C(=O)c2ccccc2C3=O)nn1	-7	-6	-4	0.1	3.3	0.8	0	-0.6	0	2	/
CC(=O)Nc1ccccc1NC(=O)c1cc(C)cc(C)c1	1	9	-1	-0.9	-3.8	-0.9	-4	-0.8	-5	4	0.4

Given in CSV form: 4 of the compounds above
smiles,NR1D1 modulator,MBD2 DNA inh,PLC-gamma1 inh,DAX1 inh-1,hgDAF12 agonist,hcDAF-12 act,ADAM17 inh,ssDAF12 agonist,SMARCA2 act,PLC-beta3 inh,DAX1 inh-2
Cc1ccc(-c2nc3cnccn3c2Nc2ccccc2)o1,-4,-2,-379,3.0,6.8,-0.7,-35,-0.8,8,-478,0.8
Cc1nnc(NC(=O)Cc2cccs2)s1,-8,2,3,-0.3,-0.1,1.3,1,-0.5,-1,0,-1.8
CCc1ccc2c(c1)NC(=O)C2(C)Cc1ccccc1 (stereo not given),-1,2,-1,-0.7,-2.5,-2.2,-4,-1.0,-3,1,/
N#Cc1ccc(NC(=O)Cn2cnc([N+](=O)[O-])c2)cc1,-4,4,-3,-0.6,0.7,-1.4,0,-1.8,-2,-3,-1.1
